Screening data from PubChem BioAssay.
GSTO1 counter = blocks human GSTO1 in RBBP9 counter-screen; P78417; recombinant GSTO1, activity-based probe fluorescence polarization; inhibition, % at 5.96 µM; 1.1% of 300,000 active; AID 1974;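 active means inhibition above the campaign mean inhibition plus 3 SD, cut at about 35% in these data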;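 further: 0% = GSTO1-1 with DMSO and 100% = wells lacking GSTO1-1 enzyme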
Fam108B inh = blocks mouse Fam108B hydrolase in RBBP9 counter-screen. recombinant Fam108B, FP-Rh probe fluorescence polarization. inhibition, % at 9.51 µM. 0.33% of 300,000 active;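 active means inhibition above the screen mean inhibition plus 3 SD, computed separately per campaign, cut at about 18% in these data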;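 further: inhibitors lower polarization as less probe binds the enzyme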
PAFAH2 FP inh = inhibitors of human PAFAH2. Q99487. recombinant PAFAH2, FP-rhodamine activity probe, fluorescence polarization. inhibition, % at 3.39 µM. 0.99% of 340,000 active;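 active means inhibition above the mean over all tested compounds plus 3 SD, cut at about 30% in these data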;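 further: inhibitors block probe labeling of enzyme so polarization drops; 0% = enzyme with DMSO and 100% = wells lacking PAFAH2 protein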
PAFAH1B3 FP inh = inhibitors of human PAFAH1B3 | Q15102 | recombinant PAFAH1B3, FP-rhodamine probe, fluorescence polarization | inhibition, % at 3.39 µM | 0.28% of 340,000 active | AID 492972;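 active means inhibition above the screen-wide average of all tested compounds plus 3 SD, cut at about 25% in these data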;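 further: 0% = enzyme with DMSO only and 100% = wells lacking PAFAH1B3 protein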
Target sequence (Q15102 whole entry, looked up): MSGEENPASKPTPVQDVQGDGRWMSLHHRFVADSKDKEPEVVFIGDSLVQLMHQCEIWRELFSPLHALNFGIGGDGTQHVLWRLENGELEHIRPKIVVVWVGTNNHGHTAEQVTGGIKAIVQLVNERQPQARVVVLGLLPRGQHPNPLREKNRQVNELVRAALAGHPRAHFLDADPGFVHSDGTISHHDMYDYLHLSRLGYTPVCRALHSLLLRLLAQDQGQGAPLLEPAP
pPAFAH FP inh = pPAFAH (human) enzyme inhibition. Q13093. 1.5% of 330,000 active. recombinant pPAFAH, FP-rhodamine probe fluorescence polarization. inhibition, % at 3.39 µM;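 active means inhibition above the mean inhibition across the screen plus 3 SD, cut at about 25% in these data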;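 further: inhibitors block binding of the rhodamine activity-based probe so polarization drops; 0% = enzyme with DMSO and 100% = wells lacking pPAFAH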
PAD4 inh = PAD4 (human) enzyme inhibition; Q9UM07; 0.41% of 330,000 active; inhibition, % at 6.36 µM; AID 485272; recombinant PAD4, RCA probe fluorescence polarization;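 active means percent inhibition above a cutoff equal to the mean of all tested compounds plus 3 SD, cut at about 15% in these data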;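 further: 0% = PAD4 with RCA probe and DMSO and 100% = probe without PAD4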
Target sequence (Q9UM07 whole entry, looked up): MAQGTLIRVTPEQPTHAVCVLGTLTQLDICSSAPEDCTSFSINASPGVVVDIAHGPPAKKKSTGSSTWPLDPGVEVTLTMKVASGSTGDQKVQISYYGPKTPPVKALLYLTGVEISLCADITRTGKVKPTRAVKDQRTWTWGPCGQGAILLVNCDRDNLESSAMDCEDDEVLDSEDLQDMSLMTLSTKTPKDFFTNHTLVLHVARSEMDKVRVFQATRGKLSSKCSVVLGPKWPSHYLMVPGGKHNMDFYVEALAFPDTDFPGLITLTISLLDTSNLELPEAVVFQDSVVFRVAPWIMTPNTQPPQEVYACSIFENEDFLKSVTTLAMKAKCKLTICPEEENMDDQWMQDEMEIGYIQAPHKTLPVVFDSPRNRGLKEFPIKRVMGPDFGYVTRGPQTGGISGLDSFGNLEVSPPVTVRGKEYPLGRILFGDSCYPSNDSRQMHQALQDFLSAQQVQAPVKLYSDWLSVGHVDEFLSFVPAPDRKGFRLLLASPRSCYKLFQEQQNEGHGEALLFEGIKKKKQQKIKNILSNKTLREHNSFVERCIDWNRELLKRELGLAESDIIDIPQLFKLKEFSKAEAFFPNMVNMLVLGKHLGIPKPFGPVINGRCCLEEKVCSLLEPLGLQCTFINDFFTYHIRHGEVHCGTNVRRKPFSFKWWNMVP
PAFAH1B2 inh = inhibitors of human PAFAH1B2; P68402; recombinant PAFAH1B2, FP-rhodamine activity probe, fluorescence polarization; inhibition, % at 3.39 µM; 1.2% of 340,000 active; AID 492953;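 active means inhibition above the mean of all tested compounds plus 3 SD, cut at about 24% in these data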;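 further: 0% = enzyme with DMSO and 100% = wells lacking PAFAH1B2; many of its hits are not listed in these tables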
PME-1 inh = blocks human protein phosphatase methylesterase 1; Q9Y570; recombinant PME-1, FP-Rh probe fluorescence polarization; inhibition, % at 5.9 µM; 0.53% of 320,000 active; AID 2130;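 active means inhibition above the campaign mean of all compounds plus 3 SD, cut at about 26% in these data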;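 further: competitive labeling of PME-1 active site by serine hydrolase directed probe; 0% = PME-1 with DMSO and 100% = wells lacking PME-1 enzyme; inhibitors block probe labeling so polarization falls and inhibition rises; many of its hits are not listed in these tables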
LYPLA1 inh = LYPLA1 (human) inhibition in PME1 counter-screen | O75608 | recombinant LYPLA1, FP-Rh probe fluorescence polarization | inhibition, % at 5.9 µM | 0.16% of 320,000 active | AID 2174;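 active means inhibition above the mean of all tested compounds plus 3 SD, set per campaign, cut at about 14% in these data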;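 further: inhibitors block serine hydrolase probe labeling of LYPLA1 so polarization falls; 0% = enzyme with DMSO and 100% = wells lacking LYPLA1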
* marks the source's active call; other numbers are inactive results; nt = not tested or not shown. A portion of the library; rates above refer to the full screens.

Screens by letter: A = GSTO1 counter; B = Fam108B inh; C = PAFAH2 FP inh; D = PAFAH1B3 FP inh; E = pPAFAH FP inh; F = PAD4 inh; G = PAFAH1B2 inh; H = PME-1 inh; I = LYPLA1 inh
> C/C(=N\NC(=O)C(N)=O)c1ccc(NC(=O)c2cccs2)cc1
  A: -3; B: 0; C: nt; D: nt; E: 3; F: -2; G: nt; H: -4; I: -4

> CCS(=O)(=O)N1Cc2ccccc2CC1C(=O)Nc1nc2c(C)cccc2s1 (centres undefined)
  A: -3; B: -4; C: -11; D: 4; E: 11; F: -1; G: -1; H: -15; I: -5

> O=C1CC(c2ccccc2)CC(=O)C1Sc1ccc(Cl)cc1 (centres undefined)
  A: 3; B: -5; C: -1; D: 4; E: 11; F: -4; G: 16; H: 3; I: -5

> O=C(O)/C=C/c1cn(-c2ccccc2)nc1-c1cc2ccccc2oc1=O
  A: 2; B: 4; C: 10; D: 4; E: -2; F: -5; G: 0; H: -4; I: -3

> CCc1ccc(Cn2nnc(C(=O)NCc3ccccc3OC)c2N)cc1
  A: -1; B: -2; C: 4; D: 3; E: -6; F: -1; G: -3; H: -5; I: 5

> CC1=NN(c2ccccc2)C(=O)C1C(=O)c1ccc(Cl)cc1 (centres undefined)
  A: 5; B: -1; C: 17; D: 5; E: 3; F: -16; G: 3; H: -3; I: 3

> CCCSc1nc2c(c(=O)n(C)c(=O)n2C)n1Cc1ccc(C)cc1
  A: -2; B: 3; C: -5; D: 2; E: 4; F: 1; G: 3; H: 0; I: -4

> O=C(Nc1nc2ccccc2s1)c1ccc(F)cc1
  A: 6; B: -1; C: 11; D: 10; E: 0; F: 0; G: 8; H: -7; I: -4

> O=C(Cc1ccc2c(c1)OCCO2)Nc1ccc(Cl)c(S(=O)(=O)N2CCOCC2)c1
  A: nt; B: nt; C: 5; D: 0; E: 5; F: -1; G: 0; H: 1; I: -5

> O=c1[nH]c(=S)[nH]c2nc(-c3cccs3)cc(C(F)(F)F)c12
  A: -10; B: -6; C: -3; D: 13; E: 8; F: 6; G: 1; H: -4; I: -1

> Cc1ccc(S(=O)(=O)Oc2ccc(N3C(=O)C4C5CCC(C5)C4C3=O)cc2)cc1 (centres undefined)
  A: -6; B: -2; C: 14; D: 10; E: 2; F: -4; G: 6; H: 5; I: 3

> COc1ccc(NC(=O)CN(C)C(=O)C(C)Oc2ccc(Br)cc2)cc1 (centres undefined)
  A: 11; B: -3; C: 0; D: 4; E: 6; F: -1; G: -1; H: -2; I: 0

> COc1ccc(OCCn2cncn2)cc1
  A: 2; B: -2; C: 7; D: 4; E: 4; F: -3; G: -2; H: -6; I: -1

> Cc1ccc(NC(=O)COC(=O)Cc2ccc(Br)cc2)cc1S(=O)(=O)N1CCOCC1
  A: nt; B: nt; C: 1; D: 3; E: 15; F: -1; G: 3; H: nt; I: nt

> Brc1ccccc1OCCOCCOc1cccc2cccnc12
  A: -1; B: -2; C: -5; D: 2; E: -5; F: -1; G: -1; H: -5; I: -4

> COc1ccc(CCNC(=O)c2[nH]c(C)c(C(C)=O)c2C)cc1OC
  A: 7; B: 2; C: -3; D: 9; E: 1; F: 0; G: 6; H: -2; I: -16

> CCOc1ccc(C(=O)Nc2nc(C)cc(C)n2)cc1[N+](=O)[O-]
  A: 3; B: 4; C: -1; D: 4; E: 4; F: 1; G: 0; H: 5; I: 2

> Cc1ccc(NC(=O)Cc2nnc(SCC(=O)NC3CCCC3)n2C)cc1
  A: 8; B: 1; C: -3; D: -3; E: 2; F: 6; G: 8; H: -6; I: 1

> COc1ccc(N(C(=O)c2cnccn2)C(C(=O)NC2CCCCC2)c2ccccc2)cc1 (centres undefined)
  A: -3; B: 2; C: 13; D: 2; E: -2; F: -1; G: -2; H: -2; I: 4

> CCC(NC(=O)c1cc(COc2ccc(C)nc2)on1)c1ccc(C)cc1 (centres undefined)
  A: -1; B: -4; C: 2; D: 13; E: 3; F: -6; G: 16; H: 6; I: 4

> CCCSCCCNC(=O)c1ccc(C)c(NC(=O)C2=C(C)OCCS2)c1
  A: -1; B: -1; C: 3; D: 9; E: -2; F: -4; G: 2; H: -8; I: -8

> CC(C)(C)c1ccc(-n2ncc3c2CCCC3NC(=O)c2csnn2)cc1 (centres undefined)
  A: -5; B: -6; C: 1; D: -2; E: -3; F: -5; G: 2; H: -2; I: 5

> COc1ccc(NC(=O)CN(C)C(=O)c2oc3c(ccc4ccccc43)c2C)cc1
  A: nt; B: nt; C: 0; D: 7; E: 5; F: -3; G: -2; H: -1; I: -8

> O=C(O)c1ccc(NCc2ccncc2)cc1
  A: 0; B: 0; C: 5; D: -3; E: 0; F: 2; G: -6; H: 1; I: -3

> S=C(NCCCn1ccnc1)Nc1cccc(Cl)c1
  A: -6; B: 5; C: -4; D: 1; E: -1; F: -2; G: -1; H: 1; I: -2

(continued)
Screens by letter: A = GSTO1 counter; B = Fam108B inh; C = PAFAH2 FP inh; D = PAFAH1B3 FP inh; E = pPAFAH FP inh; F = PAD4 inh; G = PAFAH1B2 inh; H = PME-1 inh; I = LYPLA1 inh
> CN(CC1COc2ccccc2O1)C(=O)CSc1ncnc2sccc12 (centres undefined)
  A: nt; B: nt; C: 0; D: 4; E: 1; F: -6; G: 3; H: 7; I: -6

> CCN(c1ccccc1)S(=O)(=O)c1nnc(NC(=O)CC(C)C)s1
  A: -5; B: 5; C: 10; D: 3; E: 2; F: -2; G: 5; H: 3; I: 3

> CCOc1cc(C#N)c(NC(=O)c2ccco2)cc1OCC
  A: 8; B: 6; C: -9; D: 1; E: 3; F: 1; G: -1; H: 5; I: 0

> CC1(C)C(=O)OC(c2cccs2)C(C)(C)C1=O (centres undefined)
  A: -3; B: 0; C: -2; D: 8; E: 4; F: 2; G: 6; H: -4; I: 1

> O=C(NC(=S)Nn1cnc2c(cnn2-c2ccccc2)c1=O)c1ccc(Cl)cc1
  A: 1; B: -3; C: -5; D: -8; E: 1; F: 2; G: -4; H: 3; I: -1

> CC1CC(C)CN(CCCNC(=O)c2ccc3c(SCC(=O)O)c4c(nc3c2)CCC4)C1 (centres undefined)
  A: -3; B: 0; C: 5; D: 0; E: 2; F: 2; G: 3; H: -1; I: -4

> Cc1[nH]c2ccccc2c1C(=O)COC(=O)C1CC(=O)N(Cc2ccco2)C1 (centres undefined)
  A: -1; B: 0; C: 13; D: 7; E: 5; F: 0; G: 0; H: 6; I: -4

> Cn1c(SCC(=O)c2ccccc2)nnc1-c1cccs1
  A: -4; B: -5; C: 1; D: -7; E: -1; F: 1; G: -3; H: 2; I: 1

> Cn1c(N)c(C(=O)CSc2nnc(C3CC3)n2Cc2ccccc2)c(=O)n(C)c1=O
  A: nt; B: nt; C: -2; D: 8; E: 4; F: -2; G: 2; H: nt; I: nt

> O=C(CSc1ncn[nH]1)Nc1ccc(OCc2ccccc2)cc1
  A: 7; B: 4; C: -10; D: -6; E: 6; F: -1; G: 0; H: 2; I: 1

> CCOc1ccc2nc(N3CCCC(C(=O)N4CCN(CC)CC4)C3)sc2c1 (centres undefined)
  A: 5; B: -2; C: -11; D: 8; E: 0; F: 7; G: 2; H: 3; I: 5

> O=C(O)c1ccccc1C(=O)NC1CCCCNC1=O (centres undefined)
  A: 0; B: -3; C: 0; D: -3; E: 5; F: -1; G: -2; H: -7; I: 2

> CCOc1cc2c(cc1/C=C/C(=O)O)OC(C)C2 (centres undefined)
  A: 20; B: 8; C: -1; D: 6; E: -1; F: 2; G: 7; H: -6; I: -4

> Cc1sc2nc(COC(=O)c3c(F)cccc3F)[nH]c(=O)c2c1C
  A: 5; B: 0; C: 7; D: 6; E: 6; F: 0; G: 8; H: 0; I: -1

> Cc1nn(Cc2ccccc2)c(Cl)c1C(=O)OCC(=O)NC(=O)NC12CC3CC(CC(C3)C1)C2
  A: 3; B: -6; C: -7; D: -5; E: 3; F: -4; G: -2; H: -9; I: -2

> O=C(NCc1ccccc1Cl)C1CCC(=O)N(C2CCCC2)C1 (centres undefined)
  A: 0; B: -4; C: -2; D: 8; E: 1; F: -2; G: -1; H: -7; I: 0

> O=C(CN1CCN(Cc2ccccc2)CC1)Nc1cccc(Cl)c1
  A: 2; B: -2; C: -5; D: -4; E: 1; F: 1; G: 4; H: -8; I: 0

> COc1ccc(-c2nc(CSCC(=O)NCc3ccco3)c(C)o2)cc1
  A: -1; B: -2; C: 7; D: -2; E: 4; F: 0; G: 1; H: -5; I: -2

> COC(=O)CN(c1cccc(F)c1)S(C)(=O)=O
  A: 4; B: 7; C: -2; D: 5; E: -5; F: -10; G: 2; H: -8; I: -3

> CCOC(=O)c1ccccc1NC(=O)CSc1nc2ccccc2c(=O)n1CCCN1CCOCC1
  A: nt; B: nt; C: -5; D: 11; E: 7; F: -2; G: 2; H: nt; I: nt

> Clc1ccc(OCc2nc(-c3ccccn3)no2)c(Br)c1
  A: 12; B: -1; C: 5; D: 10; E: 2; F: -3; G: 9; H: 1; I: -4

> CC(NC(=O)C1CCN(S(=O)(=O)c2ccc3c(c2)NC(=O)CO3)CC1)c1ccccc1 (centres undefined)
  A: 1; B: 12; C: -3; D: 8; E: 3; F: -2; G: 18; H: 1; I: -1

> O=c1[nH]n2c(=O)c3c([nH]c2c1N=Nc1cccc(C(F)(F)F)c1)CCCC3
  A: 3; B: 9; C: 24; D: 16; E: 28*; F: -1; G: 30*; H: 71*; I: 16*

> Cc1ccc(NC(=O)N2CCC(O)(c3cccnc3)CC2)cc1
  A: -3; B: 3; C: 3; D: 2; E: 2; F: 0; G: 3; H: 4; I: -1

> CCOC(=O)C1=C(CS(=O)(=O)c2ccccc2)NC(=O)NC1c1ccccc1OCC (centres undefined)
  A: 1; B: 1; C: 10; D: -6; E: -3; F: 3; G: 2; H: 3; I: 0

> Cc1cc(S(=O)(=O)N2CC(=O)N(CCc3ccccc3)C(=O)C2)ccc1F
  A: 12; B: -4; C: -2; D: 3; E: 1; F: 4; G: 5; H: -6; I: 0

> Cc1cc2nc(-c3ccc[nH]c3=O)n(Cc3ccc(F)cc3)c2cc1C
  A: 2; B: 2; C: -4; D: -1; E: 4; F: 1; G: -1; H: 3; I: 2

A different layout for part of the listing above.
Under each structure – GSTO1 counter, Fam108B inh, PAFAH2 FP inh, PAFAH1B3 FP inh, pPAFAH FP inh, PAD4 inh, PAFAH1B2 inh, PME-1 inh, LYPLA1 inh
> CCOc1cc(C#N)c(NC(=O)c2ccco2)cc1OCC
 : 8, 6, -9, 1, 3, 1, -1, 5, 0
> CC1(C)C(=O)OC(c2cccs2)C(C)(C)C1=O (centres undefined)
 : -3, 0, -2, 8, 4, 2, 6, -4, 1
> O=C(NC(=S)Nn1cnc2c(cnn2-c2ccccc2)c1=O)c1ccc(Cl)cc1
 : 1, -3, -5, -8, 1, 2, -4, 3, -1
> CC1CC(C)CN(CCCNC(=O)c2ccc3c(SCC(=O)O)c4c(nc3c2)CCC4)C1 (centres undefined)
 : -3, 0, 5, 0, 2, 2, 3, -1, -4
> Cc1[nH]c2ccccc2c1C(=O)COC(=O)C1CC(=O)N(Cc2ccco2)C1 (centres undefined)
 : -1, 0, 13, 7, 5, 0, 0, 6, -4
> Cn1c(SCC(=O)c2ccccc2)nnc1-c1cccs1
 : -4, -5, 1, -7, -1, 1, -3, 2, 1
> Cn1c(N)c(C(=O)CSc2nnc(C3CC3)n2Cc2ccccc2)c(=O)n(C)c1=O
 : nt, nt, -2, 8, 4, -2, 2, nt, nt
> O=C(CSc1ncn[nH]1)Nc1ccc(OCc2ccccc2)cc1
 : 7, 4, -10, -6, 6, -1, 0, 2, 1
